MEKK2wt PB1 HTS = raises or lowers MEK5 binding to wildtype human MEKK2 PB1 domain | 290,000 tested, 1.1% active | Q9Y2U5 | binding response (% of control), % at 10 µM | bead flow cytometry, Alexa488-MEK5 binding to MEKK2 WT; actives lie on both sides; in the data active = binding response below about 67% or above about 130%
GalR3 antagonist = human GalR3 antagonism; O60755; HEK293 GalR3-CNG cAMP membrane potential fluorescence; galR3 body fused to GalR1 C-terminus; inhibition, % at 3 µM; 360,000 tested, 0.44% active;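 active = inhibition above the screen-wide average plus 3 SD, cut at about 13% in these data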;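 note: forskolin and galanin both at EC90 stimulate the cells; cAMP rise reported by CNG channel membrane potential dye signal; 0% = forskolin plus galanin with DMSO and 100% = forskolin alone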
Target sequence (O60755 1-299 limits assumed): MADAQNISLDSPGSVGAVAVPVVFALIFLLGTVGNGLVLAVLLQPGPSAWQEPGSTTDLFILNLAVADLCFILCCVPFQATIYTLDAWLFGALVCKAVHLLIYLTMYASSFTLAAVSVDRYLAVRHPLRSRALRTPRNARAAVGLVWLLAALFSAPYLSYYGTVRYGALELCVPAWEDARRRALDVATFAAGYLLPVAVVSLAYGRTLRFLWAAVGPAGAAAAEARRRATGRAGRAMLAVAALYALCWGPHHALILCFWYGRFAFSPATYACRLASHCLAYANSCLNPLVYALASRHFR
MEKK3 PB1 HTS = modulators (inhibitors or enhancers) of MEK5 binding to human MEKK3 PB1 domain. Q99759. bead-based flow cytometry, Alexa488-MEK5 binding to MEKK3; actives lie on both sides; 0 = blocked by unlabeled MEK5, 100 = vehicle. binding response (% of control), % at 10 µM. 290,000 tested, 1.4% active. AID 1529;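 active = binding response more than 3 SD above or below the average of its plate-row segment, actives on both sides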;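 note: Alexa488 bead fluorescence after subtracting the streptavidin-only scavenger bead signal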
MEKK2mut PB1 HTS = signal of MEK5 binding to mutant human MEKK2 PB1 domain; percent response, % at 10 µM; bead flow cytometry, Alexa488-MEK5 binding to MEKK2 mutant; AID 1530; 290,000 tested, 0.35% active; in the data active = percent response above about 24%, passing the limit was not always enough; note: inactives centre near 1; some results filed as inactive read as strong as hits; reference of the scale not given here
V1aR counter = V1a receptor agonism, counter-screen for OXTR agonists | P37288 | CHO-V1R cells, Fluo-8 calcium fluorescence, agonist mode; 0% DMSO, 100% 3 nM vasopressin | activation, % at 3 µM | 320,000 tested, 0.25% active | AID 2797;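 active = activation above the mean activation of all tested compounds plus 3 SD, per screening run, cut at about 20% in these data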;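 note: signal is peak over basal fluorescence ratio across a 100 second FLIPR read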
OXTR agonist = activates the human oxytocin receptor; AID 2435; CHO-OTR cells, Fluo-8 calcium fluorescence; normalized: DMSO 0%, oxytocin 100%; activation, % at 3 µM; 320,000 tested, 0.32% active; P30559;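 active = activation above the mean of all tested compounds plus 3 SD, cutoff set per screening run, cut at about 20% in these data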;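 note: peak over basal fluorescence ratio from a 100 s FLIPR kinetic read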
Target sequence (P30559 whole entry, looked up): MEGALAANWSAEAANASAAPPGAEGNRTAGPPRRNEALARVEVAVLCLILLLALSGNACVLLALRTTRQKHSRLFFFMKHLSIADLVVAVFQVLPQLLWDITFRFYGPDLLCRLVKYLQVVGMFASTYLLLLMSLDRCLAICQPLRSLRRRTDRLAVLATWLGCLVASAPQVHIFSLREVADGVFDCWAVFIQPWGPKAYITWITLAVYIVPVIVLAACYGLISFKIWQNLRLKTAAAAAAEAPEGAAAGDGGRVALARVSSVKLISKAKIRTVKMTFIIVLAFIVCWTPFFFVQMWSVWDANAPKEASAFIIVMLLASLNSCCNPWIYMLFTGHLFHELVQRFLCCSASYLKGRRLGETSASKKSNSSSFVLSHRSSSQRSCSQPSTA
NALP1 inh = NALP1 inhibition; inhibition, % at 10 µM; S. cerevisiae NALP1/ASC/caspase-1 growth, X-gal OD620, 72 h; AID 2071; 280,000 tested, 0.61% active; in the data active = inhibition mostly above about 24%, no sharp cut-off; inactive = mostly below about 32%; note: some compounds called inactive have numbers as strong as hits
PHOSPHO1 block = PHOSPHO1 (human) inhibition; Q8TCT1; recombinant PHOSPHO1, absorbance phosphatase assay; inhibition, % at 13.3 µM; 290,000 tested, 1.1% active; AID 1565; in the data active = inhibition above about 60%
Target sequence (Q8TCT1 whole entry, looked up): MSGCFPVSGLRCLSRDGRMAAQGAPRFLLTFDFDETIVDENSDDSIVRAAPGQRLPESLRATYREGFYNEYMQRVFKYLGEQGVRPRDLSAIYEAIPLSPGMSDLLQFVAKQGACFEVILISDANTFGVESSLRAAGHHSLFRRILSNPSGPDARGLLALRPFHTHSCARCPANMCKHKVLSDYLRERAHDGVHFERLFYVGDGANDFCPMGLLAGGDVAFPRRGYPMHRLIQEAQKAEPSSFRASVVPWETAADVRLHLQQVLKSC
GPR7 antag = human neuropeptides B/W receptor 1 antagonism | inhibition, % at 4.4 µM | GPR7-expressing cells, fluorescence antagonist assay | P48145 | 290,000 tested, 1.1% active | AID 1861; in the data active = inhibition above about 16%, passing the limit was not always enough;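 note: cells stimulated with the agonist NPW; 0% = agonist with vehicle and 100% = vehicle without agonist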
Active calls of the source: *; . = not tested or not shown.

SMILES	MEKK2wt PB1 HTS	GalR3 antagonist	MEKK3 PB1 HTS	MEKK2mut PB1 HTS	V1aR counter	OXTR agonist	NALP1 inh	PHOSPHO1 block	GPR7 antag
O=C1C2CC=CCC2C(=O)N1c1n[nH]c(CCc2ccccc2)n1 (configuration not stated)	108	-2	107	6	0.5	0.8	9	-1	-5
CCCc1nc2ccccc2c2nc(N)nn12	95	-11	94	-4	0.3	1.4	-29	-6	-24
CN1CCN(C(=O)c2cc3nc(-c4ccccc4)cc(C(F)(F)F)n3n2)CC1	113	4	108	11	4.8	3.1	-9	-3	-7
Cn1c(SCC(=O)NCc2ccco2)nnc1-c1c[nH]c2ccccc12	112	.	109	18	-0.6	-0.8	-14	34	-1
CCC(C(=O)N1CCN(c2ncccn2)CC1)c1ccccc1 (configuration not stated)	79	-4	89	-28	-0.6	0.8	.	48	-2
CC(C)NC(=O)c1cnc(N2CCN(c3ccccn3)CC2)c2ccccc12	100	-2	99	0	0.8	1.3	28	14	-7
COCCN=c1scc(-c2ccco2)n1/N=C/c1ccc(O)c(O)c1O	75	-6	82	-12	-0.3	-1.0	-4	-73	-4
C/C(=N\NC(=S)NC1CCCCC1)c1ccc(C)o1	103	-4	107	2	-1.5	-2.4	-5	-31	-5
CC1=NN(c2ccccc2)C(=O)/C1=C\c1cc(C)n(C)c1C	105	-3	103	5	-1.2	-2.2	0	20	-7
CCCN1CCC(=NNC(=O)c2ccc(Br)o2)CC1	96	-7	99	-5	-0.1	-1.0	15	34	-12
CCOC(=O)NC(=O)C(=CNNc1ncc(C(F)(F)F)cc1Cl)C(=O)NC(=O)OCC	99	1	104	2	0.8	-0.3	-8	20	-3
COCCn1c(=O)[nH]c2cc(C(=O)NCCN3CCN(c4ccccc4F)CC3)ccc2c1=O	107	-3	100	-1	-0.2	0.8	-5	14	-13
O=C(CSc1nn(-c2ccc(Cl)cc2)c(=S)s1)NCC1CCCO1 (configuration not stated)	100	-3	105	3	-1.3	-2.3	-12	24	-4
Cc1nc(C(F)(F)F)c(C(=O)N/N=C(\N)c2ccccn2)s1	96	6	97	-3	0.0	-0.2	-14	-23	4
CCOC(=O)c1sc(NCCNc2nc(C)c(C(=O)OCC)s2)nc1C	105	.	103	4	0.3	0.6	6	12	.
Cc1cc(C)cc(OCC(O)Cn2nc(C)cc2C)c1 (configuration not stated)	104	-12	106	11	-0.5	0.2	3	30	-7
Cc1cccc(N2CCN(CC(=O)NCC3CCCCC3)CC2)c1C	99	-7	97	0	-0.7	-2.0	2	18	-8
O=C(CSc1ncccn1)NC1CCCc2ccccc21 (configuration not stated)	98	-4	99	-2	-0.8	-0.7	-42	1	1
N=C1/C(=C/c2cccn2Cc2ccc(Cl)cc2)C(=O)N=C2SC=CN12	107	-10	129*	-1	1.0	2.3	18	0	-10
Cc1ccc(-c2nnc(CN3CCN(C)CC3)o2)cc1	110	-12	112	14	1.7	-0.5	12	18	-6
S=c1[nH]nc(-c2cccc(Cl)c2)n1/N=C/c1ccco1	102	.	106	2	-1.4	-2.2	.	27	1
O=C1c2ccccc2C(=O)C1c1ccnc2ccccc12	93	-4	89	-5	-0.8	-1.3	-42	-1	-10
COc1cccc(NC(=O)c2ccc(CN3CCOCC3)cc2)c1	87	-1	87	-10	0.6	0.7	-1	-5	-4
CCc1cccc(C)c1NS(=O)(=O)Cc1ccccc1	104	-9	104	10	-0.2	-0.8	3	25	-17
Cc1ccc(Cl)cc1NC(=S)N(CCCN1CCOCC1)Cc1ccccn1	104	-11	109	-2	-0.4	-0.9	3	14	1

The closing 5 entries of the section above lead into the next:
SMILES	MEKK2wt PB1 HTS	GalR3 antagonist	MEKK3 PB1 HTS	MEKK2mut PB1 HTS	V1aR counter	OXTR agonist	NALP1 inh	PHOSPHO1 block	GPR7 antag
S=c1[nH]nc(-c2cccc(Cl)c2)n1/N=C/c1ccco1	102	.	106	2	-1.4	-2.2	.	27	1
O=C1c2ccccc2C(=O)C1c1ccnc2ccccc12	93	-4	89	-5	-0.8	-1.3	-42	-1	-10
COc1cccc(NC(=O)c2ccc(CN3CCOCC3)cc2)c1	87	-1	87	-10	0.6	0.7	-1	-5	-4
CCc1cccc(C)c1NS(=O)(=O)Cc1ccccc1	104	-9	104	10	-0.2	-0.8	3	25	-17
Cc1ccc(Cl)cc1NC(=S)N(CCCN1CCOCC1)Cc1ccccn1	104	-11	109	-2	-0.4	-0.9	3	14	1
COc1ccc(/C=N/NC(=O)c2cc(-c3cccnc3)nc3ccccc23)c(OC)c1	93	-3	102	-3	-0.7	-2.0	-15	-33	-4
Cc1nc2ccccc2n1-c1ccccc1	112	-4	108	11	1.1	0.9	-6	1	-10
Cc1c2cnn(CC(=O)N3CCN(c4ncccn4)CC3)c(=O)c2c(C)n1Cc1ccc(F)cc1	94	.	97	3	1.0	0.3	34	-6	-12
Cc1ccc(S(=O)(=O)NCC(=O)N(CC(=O)NCC2CCCO2)c2ccc(Cl)cc2)cc1 (configuration not stated)	95	-8	100	0	0.7	0.7	-4	36	-1
CCOc1ccc(CNC(=O)CCS(=O)(=O)Cc2ccc(C)cc2)cc1OC	101	8	101	-2	-1.1	-2.5	-20	16	-31
C/C(=N\NC(=O)c1nnn(-c2nonc2N)c1CN(C)c1ccccc1)c1ccc(O)cc1	98	1	99	0	1.6	1.1	13	18	-5
O=C(COc1ccc(S(=O)(=O)Nc2cccc(C(F)(F)F)c2)cc1)N1CCOCC1	98	-4	99	3	10	8.2	-2	38	27*
CNC(=O)c1[nH]cnc1C(=O)N[C@@H](Cc1ccccc1)C(=O)OCc1ccccc1	94	-3	100	3	2.4	4.1	2	-3	-16
CCn1ncc(Br)c1C(=O)Nc1sc2c(c1C(=O)OC)CCC2	97	3	104	2	-0.4	-2.0	.	.	-16
COc1ccc(-c2nnn(CC(=O)Nc3sc4c(c3C#N)CCCC4)n2)cc1	99	-2	100	-1	1.6	1.7	-1	-3	-14
COC(=O)NC1c2ccccc2Oc2ccccc21	102	-7	106	-1	-1.4	-1.5	29	11	7
Cc1nc(Cl)c(C#N)c2c1CCCC2	82	1	86	-23	-0.8	-0.1	42*	12	-3
CC1=C(C(=O)OC(C)C)C(c2cccs2)N2C(=O)CCSC2=N1 (configuration not stated)	98	-3	99	0	-0.2	0.9	19	0	-15
Cc1[nH]nc2c1C(c1ccc(Cl)cc1)C(C#N)=C(N)O2 (configuration not stated)	95	7	101	-1	0.5	-0.1	-24	9	4
COc1ccc(C2/C(=C(/O)c3ccc4c(c3)CC(C)O4)C(=O)C(=O)N2CCCn2ccnc2)cc1 (configuration not stated)	107	0	105	6	1.0	-0.3	-5	18	-5
CC(C)CNC(=O)c1cc(=O)[nH]c2ccc(S(=O)(=O)Nc3ccc(F)cc3)cc12	102	-9	101	6	0.1	0.1	23	30	1
CC1=NN(Cc2ccccc2)C(=O)C1C(c1ccc(Cl)cc1)C(C#N)C#N (configuration not stated)	106	6	112	-1	0.6	0.3	21	1	2
CC1(C)C(C=C(Cl)Cl)C1C(=O)Nc1ccc([N+](=O)[O-])cc1 (configuration not stated)	119	-4	98	0	2.7	2.7	57*	-1	-5
Nc1nonc1-n1nnc(C(=O)N/N=C/c2ccc(O)cc2)c1COc1ccc(F)cc1	97	-6	98	-1	1.6	2.4	.	10	-2
O=C(Nc1cccc(Cl)c1)Nc1cnccn1	109	-3	104	7	5.8	3.7	2	19	-9
CN1C(=O)c2ccc(C(=O)NCc3ccco3)cc2C1=O	98	0	99	3	0.7	-0.1	10	13	-5
COc1cc(OC)cc(C(=O)NCc2ccc3c(c2)OCO3)c1	106	-11	106	11	1.9	0.0	-1	38	2
CCN1C(=O)C(CC(=O)Nc2ccccc2Cl)N(NC(=O)c2cccc(F)c2)C1=S (configuration not stated)	100	-1	100	4	6.7	3.4	8	28	0
O=C(Cn1c(CC(=O)N2CCCC2)nc2ccccc21)NCc1ccccc1	106	-6	103	5	2.8	-0.3	2	-7	0
COc1ccccc1N1CCN(c2cnccn2)CC1	94	-7	100	0	-0.7	-2.3	27	24	-21

More compounds follow.
SMILES	MEKK2wt PB1 HTS	GalR3 antagonist	MEKK3 PB1 HTS	MEKK2mut PB1 HTS	V1aR counter	OXTR agonist	NALP1 inh	PHOSPHO1 block	GPR7 antag
CC(C)n1cc(-c2ccc(Cl)cc2)cc(C#N)c1=O	95	-7	99	-7	0.2	-2.3	31*	16	4
CCCN(Cc1ccccc1)C(=S)Nc1ccc(OC(F)F)cc1	99	-4	96	0	-0.5	-1.1	9	-11	-2
Cc1cc(C(=O)Nc2ccc(Nc3ccccc3)cc2)ccc1[N+](=O)[O-]	113	-12	100	2	1.9	-0.9	-1	14	-12
Cn1cc(CNC(=O)C2CCC(=O)N(Cc3ccccc3F)C2)cn1 (configuration not stated)	102	-4	99	-3	0.8	0.9	4	13	-13
O=C(O)CCC(=O)N1CCN(c2ncccn2)CC1	89	-2	89	-7	0.3	-0.1	14	29	3
COCCNS(=O)(=O)c1cc(-c2nn(C)c(=O)c3ccccc23)ccc1C	104	-1	102	2	0.6	2.4	-2	16	-5
O=C(CCNS(=O)(=O)/C=C/c1ccccc1)NCCc1c[nH]c2ccccc12	93	-6	98	-1	6.6	10	6	43	6
CC(O)Cc1nsc(NC(=O)c2ccc(Br)o2)n1 (configuration not stated)	97	-4	95	-10	0.6	0.7	12	-10	-8
CCOC(=O)N1CCN(C(=O)COc2ccc3ccccc3c2Br)CC1	97	-5	99	-2	.	.	12	18	12
Cn1c(C(=O)O)c(CC(=O)NCC2COc3ccccc3O2)c2ccccc21 (configuration not stated)	93	-6	91	-1	1.1	-0.2	12	50	-4
COc1ccc(C2C(C(C)=O)=C(C)Nc3ncnn32)cc1 (configuration not stated)	111	-9	106	14	0.3	-0.4	4	30	-1
COc1cccc(NC(=O)CN(C)CC(=O)NC(C)c2ccccc2)c1 (configuration not stated)	104	-6	99	2	1.2	0.5	16	16	0
COc1ccccc1CNC(=O)N/C=C/c1ccc(Cl)cc1	108	-3	117	0	-1.2	-1.1	-9	12	-12
Cn1c(SCc2ccccc2C#N)nc2ccccc2c1=O	94	-6	100	-7	2.8	-0.9	22	40	-2
Cc1cc2c(cc3c(=O)n(CC(=O)NCCCN4CC(C)CC(C)C4)ncn32)s1 (configuration not stated)	110	-8	101	5	0.1	-0.3	-16	69*	-5
CCc1ccccc1NC(=O)c1cc2sccc2n1C	104	7	101	0	-2.0	-0.9	-7	5	-11
COc1ccc(NC(=O)COC(=O)CC23CC4CC(CC(C4)C2)C3)c([N+](=O)[O-])c1	109	1	107	4	-0.3	-1.2	36	-8	-9
CNS(=O)(=O)c1ccc(OC)c(-c2nnc3c4ccccc4c(C)nn23)c1	111	5	113	11	-0.2	-0.1	0	5	-21
Cc1ccc(-c2nnn(CC(=O)NCC3CC3)n2)o1	112	-6	106	5	1.4	0.1	12	42	-1
COc1ccc(NC(=O)CSc2nnc(-c3ccccn3)n2N)c(OC)c1	97	-5	100	-4	-0.2	1.3	3	-2	-6
Cc1ccccc1-n1c(SCC(=O)N2CCC(C(=O)O)CC2)nnc1-c1ccncc1	100	-5	100	-2	-0.5	0.5	12	32	-1
Cc1ccc(S(=O)(=O)c2nnn3c2nc(N2CCN(c4ccccn4)CC2)c2ccccc23)cc1	97	0	98	2	4.3	-1.8	12	15	-2
Cc1cccc(N2CCN(Cc3nc(-c4cccc(Oc5ccccc5)c4)oc3C)CC2)n1	112	1	106	6	-1.1	-0.9	-2	-17	-13
CCOC(=O)CN(Cc1ccccc1)C(=O)OC(C)(C)C	101	.	103	2	0.0	-1.4	17	-13	-7
